TWEAK Fn14 block: TWEAK-Fn14 signaling inhibition; TWEAK-stimulated Fn14 reporter cells, luciferase luminescence, 8 h; inhibition, % at 10 µM; 2% of 360,000 active; AID 1159606; in the data active means inhibition above about 50%
TROY signal inh: blocks TROY-dependent signaling in reporter cells; Q293 LMP1-TROYcd NF-kB luciferase reporter, 4 h; AID 1347056; inhibition, % at 10 µM; 0.98% of 360,000 active;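 active means compounds whose plate-normalised and pattern-corrected inhibition of the luciferase reporter signal at the single screening dose is 50% or more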
NR2E3 ag-1: activates human NR2E3 receptor. AID 602229. inhibition of corepressor binding, % at 3.98 µM. Q9Y5X4. 0.35% of 360,000 active. CHO-S Gal4-NCOR/VP16-NR2E3 two-hybrid, luciferase;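 active means inhibition above the mean of all tested compounds plus 3 SD, cut at about 70% in these data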;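 further: 0% = DMSO with NR2E3 transfected cells and 100% = cells lacking NR2E3 construct; higher means lower luciferase signal from less NR2E3 corepressor binding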
Target sequence (Q9Y5X4 whole entry, looked up, the tested form may be a part): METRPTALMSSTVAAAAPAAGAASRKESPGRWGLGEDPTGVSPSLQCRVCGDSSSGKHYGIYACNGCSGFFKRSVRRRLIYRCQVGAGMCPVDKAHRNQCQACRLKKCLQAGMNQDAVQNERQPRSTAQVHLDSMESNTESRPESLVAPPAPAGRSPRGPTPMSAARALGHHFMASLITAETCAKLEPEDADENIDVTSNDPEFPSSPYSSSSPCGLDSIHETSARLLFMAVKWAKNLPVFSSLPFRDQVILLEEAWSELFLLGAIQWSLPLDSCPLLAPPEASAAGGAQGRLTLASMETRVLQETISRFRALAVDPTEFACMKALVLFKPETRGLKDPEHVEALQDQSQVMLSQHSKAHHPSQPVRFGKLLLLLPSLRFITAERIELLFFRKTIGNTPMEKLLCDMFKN
HIF-2a block: HIF-2a inhibition | 786-0 RCC cells HIF-2a reporter, luciferase luminescence, overnight | inhibition, % at 18.8 µM | 0.72% of 360,000 active;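 active means inhibition of the luminescence signal of 40% or more relative to plate controls, in a single-dose primary screen at 18.75 µM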
NR2E3 ag-2: agonists of human nuclear receptor NR2E3 | Q9Y5X4 | AID 2300 | GST-NR2E3/biotin-RetCOR TR-FRET, 1536-well | inhibition of corepressor binding, % at 4.78 µM | 0.12% of 320,000 active;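 active means percent inhibition above the cutoff of mean plus 3 SD of all tested compounds, set per screening campaign, cut at about 20% in these data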;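 further: 0% = DMSO wells and 100% = biotin wells as full block of FRET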
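System: GST-tagged NR2E3 plus biotinylated RetCOR corepressor; Amount: 1.35 nM GST-tagged NR2E3 final; Dosing: single nominal compound dose of 4.8 µM; Schedule: 5 h incubation at 4 °C; Technique: TR-FRET with europium anti-GST and streptavidin-D2, 340 nm excitation; Controls: biotin wells as high control, 0.6% DMSO wells as low control.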
TRAIL sens C8: caspase-8 TRAIL sensitization; NB7+C8 cells + TRAIL, ATPlite viability luminescence; inhibition (viability loss, TRAIL sensitization), % at 10 µM; 1% of 360,000 active;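 active means compounds causing at least 50% loss of cell viability in the single-dose screen, relative to plate controls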
Peg3 prom inh: reduces Peg3 promoter-driven luciferase expression in HeLa. HeLa PEG-Prom luciferase reporter, luminescence, overnight. inhibition, % at 20 µM. 1.7% of 360,000 active. AID 588405;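 active means inhibition of at least 50% at 20 µM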
TRPM1 prom inh: MITF TRPM1 promoter inhibition in SK-MEL-5 cells; SK-MEL-5 TRPM1 promoter luciferase, 24 h; inhibition, % at 12.5 µM; 0.83% of 330,000 active;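 active means mean inhibition across replicates of 60% or more, whatever share of single replicates reaches that level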; further: values of inactives mirror those of a sister screen read the other way
Shn3 inh set2: reduces Shn3 3'UTR luciferase signal in osteoblasts; Clone20 osteoblast Shn3 3'UTR firefly luciferase, 24 h; 0.52% of 360,000 active; inhibition, % at 12.5 µM;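 active means mean inhibition of at least 75% with every replicate also reaching 75%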;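 further: 0% = median of neutral control wells and 100% = pilot-screen positive control compound; some compounds past the cut are filed as inactive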
CF NFkB inh: cystic fibrosis NF-kB activation inhibition; KKLEB NF-kB-GFP reporter, PAF-induced, GFP fluorescence overnight; AID 588850; 0.86% of 360,000 active; inhibition, % at 5 µM;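 active means at least 50% inhibition at 5 µM, scaled per plate between neutral and stimulator controls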;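 further: PAF is a Pseudomonas aeruginosa culture filtrate used as stimulus; plate controls were PAF-stimulated DMSO wells for no effect and unstimulated DMSO wells for full effect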
KKLEB cytotox: counter-screen for CF NF-kB inhibitors: cytotoxicity; KKLEB CF airway cells viability, ATPlite luminescence, overnight; hits give low values; cells stimulated with P. aeruginosa culture filtrate; AID 602141; activity change (cytotoxicity), % at 5 µM; 0.36% of 360,000 active;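 active means corrected activity change at or below -50% at 5 µM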
Active calls of the source: *; · = not tested or not shown.

canonical_smiles	TWEAK Fn14 block	TROY signal inh	NR2E3 ag-1	HIF-2a block	NR2E3 ag-2	TRAIL sens C8	Peg3 prom inh	TRPM1 prom inh	Shn3 inh set2	CF NFkB inh	KKLEB cytotox
O=C(N/N=C/c1c[nH]c2ccccc12)c1cccc(Cl)c1	-12	-27	-82	-160	2	8	-159	-15	-72	0	5
CC(C)(CCC(=S)N1CCOCC1)C1CCCCC1	-1	-25	-64	-130	-1	5	-102	-30	-5	8	-10
Cc1ccc(C(=O)Nc2ccccc2C(N)=O)o1	-13	-13	-10	-130	0	17	-76	-22	-6	-1	3
COc1ccc(C(C#N)c2ccc(=O)[nH]n2)cc1 (configuration not stated)	-6	-12	-3	8	5	-9	7	32	1	-9	-2
O=[N+]([O-])c1ccc(-c2cn(-c3ccc(Cl)cc3)cn2)cc1	4	-43	-127	-319	·	-19	-336	·	-101	-48	3
COc1cccc(C(NC(C)=O)c2nc(-c3ccccc3OC)cs2)c1 (configuration not stated)	-35	1	-8	-18	·	3	-9	·	-22	-4	-8
CCCCn1c(N)c(N(Cc2ccccc2OC)C(=O)CC2OC(=O)c3ccccc32)c(=O)[nH]c1=O (configuration not stated)	8	15	10	9	-2	-4	1	-3	-4	17	-1
COc1ccc(NC(=O)CSc2nnc(-c3ccccc3)n2Cc2ccco2)cc1OC	1	8	-32	-12	4	14	10	4	7	-13	2
COC(=O)c1ccc(/C=C2\Oc3ccccc3NC2=O)cc1	4	-66	-93	-69	-1	22	-114	-34	-17	10	15
COc1ccc(CNC(=O)C2=CC(c3ccc(C)cc3)=NS(=O)(=O)N2C)cc1	-10	16	-12	-6	-1	-10	8	0	-11	5	0
FC(F)(F)c1cccc(NCc2cn3cccnc3n2)c1	-4	13	-2	-11	-4	11	-4	-15	-14	-1	4
COc1ccccc1OCCCCCCN1CCN(C)CC1	-3	2	-17	0	2	7	3	3	-10	1	6
COc1cc2c(cc1OC)C(NC(=O)C(F)(F)F)CNC2=O (configuration not stated)	35	15	-3	23	1	-2	6	-11	-3	40	0
Cc1cc(NC(=O)CCCn2nc([N+](=O)[O-])cc2C)no1	-6	-4	-6	5	4	-4	-1	-4	-21	-1	-5
C[C@@H]1C(c2ccccc2)=NN(c2ccc(Br)cc2)[C@H]1C(=O)N1CCOC1=O	6	-7	-51	-16	·	2	-16	16	16	-7	-4
CCOC(=O)c1ccc(NC(=O)COc2ccc(CNC3CCCCC3)cc2OC)cc1	-17	-4	-3	-21	2	-1	6	-28	6	8	-9
CCCc1cc(=O)[nH]c(=S)[nH]1	-16	-5	13	4	7	-6	6	9	33	-20	10
CCC(CC)NC(=O)Nc1ccc(F)cc1F	-1	1	-10	13	4	-4	10	7	15	-8	13
Cc1ccc(NC(=O)N2CCC(NC(=O)c3cccc(F)c3)CC2)cc1	13	-3	2	8	-2	-8	9	0	0	-2	6
CC(C)(C)OC(=O)NCCc1nnc(SCc2c(Cl)cccc2Cl)o1	-8	-6	8	-6	-2	2	11	-1	12	2	-2
Cc1c(C(=O)N(C)C2CCCCC2)sc2ncnc(N3CCN(c4ccccc4F)CC3)c12	26	50	-13	-5	-4	23	8	9	12	14	0
Cc1cc(Nc2ccc(N3CCOCC3)cc2)c2cccc(C)c2n1	-8	-28	-7	25	-1	1	25	-71	-23	-12	1
CCOC(=O)C1CCN(C(=O)COC(=O)C2CCN(S(=O)(=O)c3ccc4c(c3)OCCO4)CC2)CC1	-1	-16	22	8	2	19	-5	-14	5	-4	-7
Nc1nc(N)c2[nH]c(=S)[nH]c2n1	6	3	-7	14	·	-3	23	5	-18	-4	-6
CCc1nnc(NC(=O)CSc2nnc(CCc3nc4ccccc4[nH]3)n2C)s1	-1	-7	-11	18	0	-18	4	4	12	-2	-3
CN(C(=O)c1ccc(NC(=O)Cc2cccc(NC(=O)C3CCCN(S(=O)(=O)c4cccc([N+](=O)[O-])c4)C3)c2)cc1)C1CC1 (configuration not stated)	-46	-29	-25	-117	·	54*	-124	-75	-21	-3	-17
COc1ccc2[nH]c3c(c2c1)CCN1C(=O)C(CC(=O)NCCCN(C)C)C[C@H](C(=O)N2CCCCC2)[C@@]31C (some centres not stated)	-10	-3	-18	8	·	-16	-10	-2	-4	-7	-2
COc1ccc(N(C)S(=O)(=O)c2ccc3c(c2)CC(C)N3C(=O)C2CC2)c(OC)c1 (configuration not stated)	-5	16	-12	6	3	25	25	3	41	14	-6
COc1cc(-n2c(N)c(C(=O)NCc3ccco3)c3nc4ccccc4nc32)cc(OC)c1OC	-3	-17	-4	14	0	0	13	9	7	-21	0
Nc1nc(Nc2cccc(F)c2)nc(NCCO)c1[N+](=O)[O-]	-2	20	6	-43	0	-1	16	-2	15	-11	5
CC(=NC(C)C)C1=C(O)C(C)OC1=O (configuration not stated)	19	3	-7	0	4	-5	12	-1	14	13	9
Cc1coc2cc3oc(=O)c(CCC(=O)NCC(=O)O)c(C)c3cc12	4	-4	0	9	·	-2	-5	-1	4	13	-8
CN(Cc1ccccc1)C(=O)CCS(=O)(=O)c1ccc2c(c1)oc(=O)n2C	-10	8	9	3	-4	-14	-1	-8	7	-4	12
CCCC(=O)n1nc(-c2ccc(Cl)cc2)nc1SC	-27	-35	-84	-153	0	24	-174	-41	-24	-6	5
Oc1ccccc1CN1CCCC(N2CCc3ccccc3C2)C1 (configuration not stated)	3	20	5	16	5	6	24	14	15	2	2
CCN(CCCNS(=O)(=O)c1ccc2c(c1)CCN2C(C)=O)c1cccc(C)c1	15	6	7	7	3	-6	13	4	59	-4	0
Cc1cccn2c(=O)c3cc(C(=O)NC4CCCC4)c(=N)n(CCc4ccccc4)c3nc12	-22	-9	-8	-6	6	32	69*	-7	9	-58	-12
CN(Cc1c(F)cccc1Cl)C(=O)c1ccc(NC(=O)CC2SC(N3CCCCC3)=NC2=O)cc1 (configuration not stated)	-6	12	6	-5	·	10	11	9	2	5	6
Cc1ccc(S(=O)(=O)N2CCN(C(=O)CCc3c[nH]c4ccccc34)CC2)c(C)c1	-2	-7	20	-7	0	12	16	7	29	-13	9
Cc1cc2ccccc2nc1SCC(=O)NC1CCCC1	14	5	16	-3	12	7	16	-16	-10	6	-6
CCC(=O)OCCNc1cc(Sc2nc3ccccc3s2)c2nonc2c1[N+](=O)[O-]	18	9	9	53*	-1	-5	99*	59	49	-6	15
COC(=O)Nc1ccc(S(=O)(=O)N2CCCCC2C(=O)NCc2ccco2)cc1 (configuration not stated)	-8	-25	-5	-7	0	-3	-11	6	-15	6	3
Cc1sc2ncnc(NC(C)C(=O)O)c2c1C (configuration not stated)	0	-5	-16	11	5	-4	-3	6	1	-3	5
CCOc1ccc(CN(C(=O)c2cc(=O)c3cc(C)cc(C)c3o2)C2CCS(=O)(=O)C2)cc1 (configuration not stated)	-5	-9	-17	20	3	2	20	1	-2	-39	0
O=C(CNC(=O)c1ccc(Br)cc1)NC1CC1	-20	3	12	3	3	-2	-4	-5	-10	0	-17
Cc1ccc(CN2CCN(Cc3cn[nH]c3-c3ccccc3)CC2CCO)o1 (configuration not stated)	10	-5	8	2	0	5	10	2	5	11	-20
CC(=O)c1coc2c1cc(O)c1ccccc12	-29	47	-4	-10	-1	7	-146	-27	-39	-16	6
COc1ccccc1N1CCN(c2nc(C)cc(=O)[nH]2)CC1	12	5	7	17	3	-4	23	4	-4	4	0
O=C(CSc1nnc(N2CCCC2)n1-c1ccccc1Cl)N1CCN(c2ccccn2)CC1	4	-18	-6	10	4	4	15	1	-13	-11	-14
O=C(c1ccccc1F)N1CCC(O)(c2cccnc2)CC1	-12	-4	20	8	2	3	33	4	-7	3	0
COc1cc2sc3cc(NCc4ccc(C)o4)ccc3c(=O)c2cc1OC	-59	-72	-54	-366	·	14	-321	-114	-18	-258	-1
O=C1N(CCCN2C(=O)C3(OCCO3)c3ccccc32)c2ccccc2C12OCCO2	-7	1	-13	18	-1	-9	8	-9	-3	23	-28
Cc1cc2nc(CCN(C(=S)NCC3CCCO3)C3CCCC3)[nH]c2cc1C (configuration not stated)	1	-9	-9	-66	-3	-9	-28	9	12	-4	6
COc1ccc(S(=O)(=O)N(C)C[C@H]2Oc3c(NC(=O)Cc4ccccc4)cccc3C(=O)N([C@H](C)CO)C[C@@H]2C)cc1	-8	19	-1	4	·	-7	11	-14	-12	-8	5
Cc1cccc(-n2c(C)cc(C=C(C#N)C#N)c2C)c1	-12	5	-36	10	0	3	8	2	-2	-19	-2
COc1ccc(C(c2nnnn2C(C)(C)C)N2CCN(c3nc4ccccc4s3)CC2)cc1OC (configuration not stated)	-13	9	-3	4	·	-3	15	5	9	0	8
Cc1cc(C(=O)NNC(=S)Nc2ccccc2C)cs1	-26	-57	-68	-169	0	21	-227	-28	-124	-5	-3
COc1ccc(N(CC(=O)NC2CCCCC2)C(=O)CNC(=O)c2ccco2)cc1OC	-5	17	0	24	-2	-12	7	16	6	7	-5
OCCCn1c(CCCNc2nc(-c3cccc(Br)c3)cs2)nc2cc(Cl)c(N3CCCCC3)cc21	23	11	-6	5	0	9	11	-1	7	0	-12
CCC(=O)/C=C1\Sc2ccc(OC)cc2N1CC	11	-8	6	-5	0	8	22	7	-10	2	0

Next entries follow:
canonical_smiles	TWEAK Fn14 block	TROY signal inh	NR2E3 ag-1	HIF-2a block	NR2E3 ag-2	TRAIL sens C8	Peg3 prom inh	TRPM1 prom inh	Shn3 inh set2	CF NFkB inh	KKLEB cytotox
COc1ccc(Oc2cccc(Cl)c2CNC(=O)CC(C)(C)CC(=O)O)cc1	10	6	-22	18	-3	13	12	0	16	10	-8
Cc1ccc(C(=O)CSc2nnc3c4ccccc4nc(C(C)(C)C)n23)cc1	13	52*	-5	-4	-2	17	18	-3	1	22	-19
O=C(CNCC1CCCCC1)Nc1cccc(S(=O)(=O)N2CCOCC2)c1	-25	-11	7	12	0	-2	9	5	-1	-1	5
COc1ccc(NC(=O)CN2CCC(NC(=O)c3ccc(OC)cc3)CC2)cc1	8	-22	27	17	-1	-5	21	0	-8	-3	2

Complete entries, quoted from the list.
Record of Cc1ccc(C(=O)CSc2nnc3c4ccccc4nc(C(C)(C)C)n23)cc1 : TWEAK Fn14 block = 13; TROY signal inh = 52*; NR2E3 ag-1 = -5; HIF-2a block = -4; NR2E3 ag-2 = -2; TRAIL sens C8 = 17; Peg3 prom inh = 18; TRPM1 prom inh = -3; Shn3 inh set2 = 1; CF NFkB inh = 22; KKLEB cytotox = -19
Record of COc1ccc(Oc2cccc(Cl)c2CNC(=O)CC(C)(C)CC(=O)O)cc1 : TWEAK Fn14 block = 10; TROY signal inh = 6; NR2E3 ag-1 = -22; HIF-2a block = 18; NR2E3 ag-2 = -3; TRAIL sens C8 = 13; Peg3 prom inh = 12; TRPM1 prom inh = 0; Shn3 inh set2 = 16; CF NFkB inh = 10; KKLEB cytotox = -8

Screens as filed in PubChem BioAssay.

The list is partial, so the mix of outcomes need not match the whole.
